MBD2 inh = inhibitors of MBD2 binding to methylated DNA, primary screen, biochemical, TR-FRET, DNA-binding domain, human | Methyl-CpG-binding domain protein 2 (Homo sapiens), Q9UBB5 | MBD2 binding to methylated oligonucleotide | inhibition, % at 4.4 µM | 370,000 compounds, 0.31% hits; in the data active = inhibition above about 13%
KLK7 zymogen act = proKLK7 zymogen activators, primary screen, biochemical, fluorescence intensity. purified proKLK7, EDANS-DABCYL substrate fluorescence; 100% is mature enzyme control, 0% vehicle. Kallikrein-7 (Homo sapiens), P49862. activation, % at 7 µM. 370,000 compounds, 0.9% hits;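 active = activation above the mean of all tested compounds plus 3 SD, computed per campaign excluding outliers beyond control limits, cut at about 13% in these data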
ARFGAP1 inhibitor = inhibitors of rat ARFGAP1 GAP activity, primary screen, biochemical, fluorescence polarization, GDP tracer. ADP-ribosylation factor GTPase-activating protein 1 (Rattus norvegicus), Q62848. Arfgap1-stimulated ARF1 GTP hydrolysis, GDP FP detection. inhibition, % at 16.5 µM. 360,000 compounds, 0.26% hits;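 active = inhibition above a per-plate limit, mean inhibition of low control wells plus 3 SD, cut at about 25% in these data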;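 note: 0% = DMSO wells with enzyme and 100% = wells lacking Arfgap1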
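Replicates: Single well per compound | Assay system: Truncated rat Arfgap1 GAP domain | Control set: No-Arfgap1 wells (100%) versus DMSO full-reaction wells (0%) | Times: Enzyme reaction 120 min at 25 °C after 20 min preincubation | Reagent: Human ARF1(Δ1-17)-GTP substrate | Measured by: Tracer-displacement fluorescence polarization with EDTA stop, 620/688 nm | Measure: Percent inhibition of Arfgap1-stimulated GTP hydrolysis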
UHRF1 MBD2 ctr = UHRF1 methylated DNA binding inhibitors, primary screen, counter-screen for MBD2 inhibitor project, biochemical, TR-FRET, human UHRF1, single concentration; E3 ubiquitin-protein ligase UHRF1 (Homo sapiens), Q96T88; UHRF1 binding to methylated oligo; inhibition, % at 4.4 µM; 370,000 compounds, 0.75% hits; AID 687016, 2013; in the data active = inhibition above about 21%;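 note: UHRF1 SRA domain binding a hemimethylated CpG hairpin DNA probe; 0% = median of test compound wells and 100% = reference inhibitor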
DDE Tn7 FP inh = inhibitors of Tn7 peptide binding to fibrin DD(E), primary screen, biochemical, fluorescence polarization, human fibrin, Tn7 probe; Fibrinogen beta chain (Homo sapiens), P02675; FP displacement of FITC-Tn7 peptide from fibrin DD(E); 0% = median of compound wells per plate; inhibition, % at 8.3 µM; 370,000 compounds, 0.13% hits; AID 720508, 2013;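 active = inhibition above the mean of compounds falling within the control limits plus 3 SD of them, cut at about 14% in these data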;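 note: 0% = plate median of compound wells and 100% = 10 µM Aha-Tn7 peptide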
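system = human fibrin DD(E) protein | quantity = DD(E) 2 µM final | medium = Tris/NaCl/CaCl2 buffer, pH 7.8 | also added = labelled Tn7 tracer, 0.1 µM | compound dosing = single point at 8.3 µM | timing = compound with protein 10 min, then 3 h after probe, room temperature | signal = FP measurement | benchmarks = Aha-Tn7 high control | repeats = one replicate per compound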
ASAP1 inh = inhibitors of human ASAP1 ArfGAP activity, primary screen, biochemical, fluorescence polarization; Arf-GAP with SH3 domain, ANK repeat and PH domain-containing protein 1 (Homo sapiens), …; ASAP1-stimulated ARF1 GTP hydrolysis, GDP FP detection; inhibition, % at 16.5 µM; 360,000 compounds, 0.19% hits; in the data active = inhibition above about 25%;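 note: 0% = vehicle with enzyme and substrate and 100% = no enzyme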
PLC-beta3 inh = human PLC-beta3 inhibitors, primary screen, biochemical, fluorescence; 1-phosphatidylinositol 4,5-bisphosphate phosphodiesterase beta-3 (Homo sapiens), Q01970; Purified PLC-beta3, fluorogenic substrate; inhibition, % at 12.2 µM; 370,000 compounds, 0.18% hits; in the data active = inhibition above about 11%;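 note: 0% = median of compound wells on plate and 100% = full blocker control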
ADAM17 inh = ADAM17 inhibitors, primary screen, biochemical, QFRET | 370,000 compounds, 0.83% hits | recombinant ADAM17, EDANS/DABCYL FRET peptide cleavage | inhibition, % at 6.95 µM | AID 720648, 2013;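 active = inhibition above the mean of compounds lying between control limits plus 3 SD, set per campaign, cut at about 8.5% in these data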;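 note: 0% = DMSO-only wells as the low control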
PLCg1 inh = PLC-gamma1 enzyme inhibitors, primary screen, biochemical, fluorescence, purified enzyme | AID 720700, 2013 | fluorogenic substrate | 1-phosphatidylinositol 4,5-bisphosphate phosphodiesterase gamma-1 (Homo sapiens), P19174 | inhibition, % at 12.2 µM | 370,000 compounds, 0.84% hits; in the data active = inhibition above about 9.5%
Target sequence (P19174 whole entry, looked up): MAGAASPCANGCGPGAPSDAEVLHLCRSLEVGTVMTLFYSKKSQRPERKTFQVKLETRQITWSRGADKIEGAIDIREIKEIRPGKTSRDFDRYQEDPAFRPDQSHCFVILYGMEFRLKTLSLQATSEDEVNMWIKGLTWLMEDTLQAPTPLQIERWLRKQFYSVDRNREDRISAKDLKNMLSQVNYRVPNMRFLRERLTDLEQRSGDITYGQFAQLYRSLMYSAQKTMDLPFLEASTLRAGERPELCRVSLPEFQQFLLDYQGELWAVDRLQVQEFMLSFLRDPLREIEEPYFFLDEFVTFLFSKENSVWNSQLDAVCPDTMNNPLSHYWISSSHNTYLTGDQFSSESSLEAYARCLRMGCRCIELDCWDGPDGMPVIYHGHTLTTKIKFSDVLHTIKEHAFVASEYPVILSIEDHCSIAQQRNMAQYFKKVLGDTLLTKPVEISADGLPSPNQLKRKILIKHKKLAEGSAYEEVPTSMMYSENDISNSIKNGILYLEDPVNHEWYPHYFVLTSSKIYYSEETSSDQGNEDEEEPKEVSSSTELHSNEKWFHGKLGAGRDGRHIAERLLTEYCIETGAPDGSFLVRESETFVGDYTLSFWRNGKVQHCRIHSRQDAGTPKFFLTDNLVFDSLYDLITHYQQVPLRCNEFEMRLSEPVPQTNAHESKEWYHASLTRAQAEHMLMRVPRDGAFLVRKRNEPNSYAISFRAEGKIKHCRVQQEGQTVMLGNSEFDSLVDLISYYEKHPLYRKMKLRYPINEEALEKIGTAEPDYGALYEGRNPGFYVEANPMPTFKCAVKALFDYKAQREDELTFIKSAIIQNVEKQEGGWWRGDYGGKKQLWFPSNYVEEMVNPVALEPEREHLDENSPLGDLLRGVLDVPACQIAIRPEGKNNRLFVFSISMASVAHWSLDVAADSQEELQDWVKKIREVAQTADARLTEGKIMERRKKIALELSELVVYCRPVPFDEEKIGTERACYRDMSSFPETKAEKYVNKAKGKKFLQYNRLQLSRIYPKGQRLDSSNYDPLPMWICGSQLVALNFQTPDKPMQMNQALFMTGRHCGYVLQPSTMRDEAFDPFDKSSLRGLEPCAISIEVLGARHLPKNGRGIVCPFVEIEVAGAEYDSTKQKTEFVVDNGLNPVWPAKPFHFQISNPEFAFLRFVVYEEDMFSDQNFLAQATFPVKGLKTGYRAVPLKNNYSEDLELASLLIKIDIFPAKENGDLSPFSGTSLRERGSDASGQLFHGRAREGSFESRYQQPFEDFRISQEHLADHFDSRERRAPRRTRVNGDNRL
DDE Tn6 FP inh = inhibitors of Tn6 peptide binding to fibrin DD(E), primary screen, biochemical, fluorescence polarization, human fibrin, Tn6 probe; Fibrinogen beta chain (Homo sapiens), P02675; Fibrin DD(E) TRITC-Tn6 fluorescence polarization displacement; inhibition, % at 8.3 µM; 370,000 compounds, 0.21% hits;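 active = inhibition above a per-campaign cutoff: mean of compounds within control limits plus 3 SD, cut at about 15% in these data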;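 note: 0% = median of all compound wells on the plate and 100% = blocking peptide control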
The depositor's hits bear a star; · = no result given. Hits appear at their usual frequency. Share with any hit: about 4.1%.

SMILES	MBD2 inh	KLK7 zymogen act	ARFGAP1 inhibitor	UHRF1 MBD2 ctr	DDE Tn7 FP inh	ASAP1 inh	PLC-beta3 inh	ADAM17 inh	PLCg1 inh	DDE Tn6 FP inh
O=C(NCCCn1ccnc1)c1cc(-c2ccncc2)nc2ccccc12	1	0.9	-1	-3	0	2	-7	-7	-5	2
CC(=O)c1c(C)oc2ccc(O)c(CN3CCOCC3)c12	2	-0.1	-3	-5	9	-10	1	2	1	0
COCCCNC(=O)c1ccc(NS(C)(=O)=O)cc1	5	0.0	6	-2	3	14	2	-2	4	0
Cc1ccccc1-n1c(Cn2c(=O)sc3ccccc32)nnc1SCC(=O)N1CCOCC1	-3	0.1	1	0	-5	1	2	-1	0	2
Cn1c(=O)c2c(nc(SCCCO)n2Cc2ccccc2Cl)n(C)c1=O	-2	0.2	-6	-1	7	-3	0	-3	-1	9
O=S1(=O)C=C(SCc2ccc(Cl)c(Cl)c2)Nc2ccccc21	-5	0.0	6	-1	-9	11	6	8	8	-10
CC1(C)CC(=O)C=C(c2ccc(OC(F)(F)F)cc2)C1	2	-0.5	5	4	-2	-2	2	0	-4	0
C=CCn1c(COc2ccccc2F)nnc1SCC(=O)N1CC(=O)Nc2ccccc21	2	0.8	-3	0	-9	-10	3	-1	1	-3
CCc1ccc(N2CC(C(=O)OCc3nc4ccsc4c(=O)[nH]3)CC2=O)cc1 (configuration not stated)	-2	-0.3	-9	-2	-5	-13	-170	-6	-109	0
CCOC(=O)N1CCN(C(=O)CSCc2ccccc2Cl)CC1	3	0.0	-3	-1	5	2	-2	-4	0	3
O=C(NCC(F)(F)F)C1C(=O)Nc2ccccc2C(=O)N1C1CCCC1 (configuration not stated)	-3	-0.4	-3	-1	1	-2	0	-4	-1	6
O=C(CCN1C(=O)/C(=C/c2cccs2)SC1=S)Nc1ccccc1O	1	0.0	7	-1	3	8	-5	1	-2	-4
CCN(C1CCCCC1)S(=O)(=O)c1ccc(-n2cnnn2)c(C)c1	-3	-0.3	12	0	-8	6	1	1	5	2
O=C(Nc1cccc(O)c1)C1CC(c2c(F)cccc2Cl)=NO1 (configuration not stated)	6	-0.6	-12	1	-2	-1	-5	-5	-1	1
CC1(C(=O)NC(=S)NNC(=O)c2ccncc2)CCCCC1	4	-0.9	-1	-3	3	-9	-3	-2	-2	0
CCOC(CCc1c(C)nc(NC(C)=O)[nH]c1=O)OCC	-2	0.0	13	0	11	-2	-6	-2	-1	3
O=C(COC(=O)CCc1c[nH]c2ccccc12)Nc1ccccc1	2	-0.1	19	2	-2	8	-1	3	1	1
Cc1noc(NS(=O)(=O)c2ccc(NC(=O)C(C)(C)C)cc2)c1C	-1	-0.4	2	-2	-6	12	-3	-1	-2	7
CCn1c(SCC#N)nc2cc(S(=O)(=O)N3CCOCC3)ccc21	-1	0.0	9	-1	-8	8	-11	-3	-1	-2
COc1ccccc1OCCCC(=O)NC(C)c1ccccc1 (configuration not stated)	-4	-0.6	-1	3	8	-14	4	-1	0	-2
COc1ccc(CNC(=O)C(C)N(Cc2ccccc2OC)C(=O)c2snc(C(N)=O)c2N)cc1 (configuration not stated)	-4	0.8	-5	4	-5	-1	-20	-10	-14	3
Fc1ccc(Nc2nc3ccccc3s2)cc1	-8	-0.1	-3	0	-1	2	4	4	1	-3
COC(=O)c1sc(=S)n(-c2ccc(Cl)cc2)c1C	1	1.0	-2	-2	2	-8	2	3	5	3
O=C(Nc1nnc(C2CC2)s1)c1ccncc1	0	0.4	-2	6	1	-9	8	5	6	2
COc1ccc2c(c1)CN1C(=O)N(CC(C)C)S(=O)(=O)CC21 (configuration not stated)	2	-0.3	·	2	-3	·	-2	-4	1	-8
Cc1[nH]c(C)c(S(=O)(=O)NCc2ccc(N(C)C)cc2)c1C(=O)N1CCCC1	-6	0.0	-4	0	6	-11	-3	0	2	2
O=C(COc1ccccc1-c1ccccc1)NNC(=O)NC1CCCCC1	2	0.6	3	2	-3	8	1	3	5	3
CCOc1ccc(CN=C(N)N=C(N)N)cc1Cl	-4	0.5	-5	3	8	2	5	7	6	6
O=C(O)CCCN1C(=O)/C(=C\c2ccccc2OCc2ccccc2)SC1=S	-2	0.6	-19	1	-4	2	-8	3	7	-8
COc1ccc(CN2CCN(C(=O)c3cccs3)CC2)c(OC)c1OC	-2	-0.1	0	0	-5	14	2	4	5	-3

Random excerpt: 2 records from the list.
SMILES	MBD2 inh	KLK7 zymogen act	ARFGAP1 inhibitor	UHRF1 MBD2 ctr	DDE Tn7 FP inh	ASAP1 inh	PLC-beta3 inh	ADAM17 inh	PLCg1 inh	DDE Tn6 FP inh
COc1ccc(CNC(=O)C(C)N(Cc2ccccc2OC)C(=O)c2snc(C(N)=O)c2N)cc1 (configuration not stated)	-4	0.8	-5	4	-5	-1	-20	-10	-14	3
Cc1[nH]c(C)c(S(=O)(=O)NCc2ccc(N(C)C)cc2)c1C(=O)N1CCCC1	-6	0.0	-4	0	6	-11	-3	0	2	2

Following part.
SMILES	MBD2 inh	KLK7 zymogen act	ARFGAP1 inhibitor	UHRF1 MBD2 ctr	DDE Tn7 FP inh	ASAP1 inh	PLC-beta3 inh	ADAM17 inh	PLCg1 inh	DDE Tn6 FP inh
CCCCN(C(=O)C1CC(=O)N(c2ccc3c(c2)OCCO3)C1)c1c(N)n(CC(C)C)c(=O)[nH]c1=O (configuration not stated)	-2	-0.6	1	-2	0	17	-2	0	-1	6
COCCN(CCOC)C(=O)CN1C(=O)NC2(CCCc3sccc32)C1=O (configuration not stated)	1	0.1	11	-2	-2	-10	0	0	3	0
O=C(CCC(=O)N(CC(=O)NC1CCCCC1)c1ccccc1F)Nc1nccs1	2	-0.9	3	0	2	-7	-3	-5	-3	-7
COc1cc(-c2nc3c[n+](CC(=O)c4ccccc4)ccc3n2C)cc(OC)c1OC	-12	-0.2	-12	3	-1	-7	-3	3	-5	-4
CCCc1cc(=O)[nH]c(SCC(=O)Nc2sc3c(c2C#N)CCCC3)n1	2	0.2	-9	1	-7	-5	-13	0	0	-7
O=C(Nc1cccc(S(=O)(=O)N2CCOCC2)c1)c1cc([N+](=O)[O-])ccc1N1CCOCC1	4	-0.1	-11	-3	0	0	-1	-4	2	5
CSc1ccc(S(=O)(=O)NC2CC3CCC2C3)cc1 (configuration not stated)	-2	0.6	0	4	-6	-6	1	3	2	-2
Oc1ccc(Nc2nc(N3CCCC3)c3ccccc3n2)cc1	0	-0.1	-4	-2	0	-3	-3	-1	-2	-7
CC(=O)Nc1ccc(S(=O)(=O)NC2(C(F)(F)F)NC(=O)N(CC(C)C)C2=O)cc1 (configuration not stated)	-2	-0.3	6	1	0	-5	0	-1	2	4
CCOC(=O)c1[nH]ncc1CN1CCCC(C(=O)c2cccc3ccccc23)C1 (configuration not stated)	14*	-0.2	11	24*	-5	-6	-5	-3	5	-6
Cc1nc2c(-c3ccc(F)cc3)c(C)nn2c(C)c1CCC(=O)NCCN1CCOCC1	2	0.1	-4	5	7	8	-84	-4	-66	-6
COc1ccccc1/C=C/C(=O)OCC(=O)Nc1ccccc1Sc1ccccc1	0	-2.0	5	3	-2	9	-15	-2	-5	0
Cc1cccc(CCNC(=O)C2CCN(S(=O)(=O)c3c(C)noc3C)CC2)c1	2	0.6	2	1	-1	-7	-2	-1	1	7
CCN1C(=O)[C@H]2[C@@H](c3ccc(-c4ccc(F)cc4)c(OC)c3)N3CCC[C@@]3(C(=O)OC)[C@H]2C1=O	2	-5.1	12	1	5	9	-158	-20	-129	-9
Cc1ccc(OCC(=O)N/N=C/c2cccnc2)cc1	0	-0.1	-5	0	4	10	-9	-3	0	0
O=C(CNC(=O)c1ccccc1)N/N=C/c1cc(Br)ccc1O	1	-93	-5	4	-1	2	-239	-25	-222	-1
N/C(=N\OC(=O)Cc1ccccc1)c1ccc([N+](=O)[O-])cc1	-2	-0.1	11	0	0	-20	2	0	0	-1
COc1cccc(S(=O)(=O)N(C)C[C@H]2OCc3cnnn3CCCC(=O)N([C@H](C)CO)C[C@H]2C)c1	-3	-0.4	2	1	3	4	0	2	3	3
COC(=O)c1cc(S(=O)(=O)Nc2c(C)cccc2C)cn1C	-6	0.4	16	-1	-2	-1	0	0	-1	3
CCOC(=O)c1c(C)[nH]c(C(=O)COC(=O)COc2ccc(OC)cc2)c1C	3	0.0	-6	-1	7	11	-1	-2	1	-8
CN(C)c1cccc(C(=O)OCC(=O)NC2CCCC2)c1	-7	0.3	5	-1	9	-2	-32	-2	-25	-5
COc1ccc(CNS(=O)(=O)c2ccc3c(c2)N(C(C)=O)CC(C)S3)cc1 (configuration not stated)	-5	-0.3	-2	1	-3	-1	-5	0	4	-7
O=C1c2ccccc2C(=O)N1c1ncn[nH]1	-3	0.8	-14	·	1	-4	-2	0	0	4
CN(C)c1cc2c3ccccc3n(C)c2cc1N	-1	-18	6	-4	-11	1	-386	-191	-310	-8
CN(C)C1(CNC(=O)Nc2ccccc2)CCCCC1	-7	0.1	5	-1	-6	16	-2	1	3	-8
CCC(C)c1ccc(S(=O)(=O)Nc2cccnc2)cc1 (configuration not stated)	4	-0.4	2	0	0	1	-4	2	1	-2
CC(=O)Nc1ccc(S(=O)(=O)N(C)CC(=O)OC2CCCCC2=O)cc1 (configuration not stated)	-2	0.1	-6	2	-4	0	-2	1	2	4
COc1ccc(NC(C)=O)cc1CNC(=O)CN1CCOCC1	-1	0.2	0	1	-3	-9	-10	-3	1	4
COC(=O)C1(C)CCc2cc(OC)ccc2C1=O (configuration not stated)	2	0.2	-7	5	4	-5	-2	-5	-2	5
O=C(C1CCN(C2CC(=O)N(c3cccc(Cl)c3)C2=O)CC1)N1CCCC1 (configuration not stated)	-3	0.3	-3	-2	-4	13	2	0	1	5
CC1CC(=O)Nc2ccccc2N1S(=O)(=O)c1ccc(Cl)cc1 (configuration not stated)	1	0.1	5	0	2	-5	-7	-1	0	-2
CC(C)CC(=O)Nc1ccc(S(=O)(=O)Nc2nccs2)cc1	-4	0.0	9	0	4	-14	-7	-4	2	3

Screening data as filed in PubChem BioAssay.
